# Screening data: PubChem BioAssay, National Center for Advancing Translational Sciences (NCATS)
# rTrxR1 inhibitor – inhibitors of rat thioredoxin reductase 1. recombinant rTrxR1, NADPH fluorescence consumption, selenite substrate. Potency, µM (series often up to 114 µM), inactives show at the top dose activity change, negative = inhibition, usual class: inhibitors. AID 588453. O89049. 390,000 tested, 1% active; note: potency is the fitted concentration of half-maximal effect; % is set by controls: 0 for no effect and ±100 for the full control effect; nearly all actives have a fitted effect of over 65% in size
#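 Rat TrxR1 (90 nM in the dispensed reagent) was pre-reduced with 400 uM NADPH for 5 min at room temperature, then incubated with compound for 15 min. After 400 uM selenite was added, NADPH fluorescence (Ex 340/Em 450 nm) was followed for 8 min.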
# mIDH1 inhibitor – human IDH1 R132H inhibition; 390,000 tested, 0.093% active; Potency, µM (series often up to 76.6 µM), inactives show at the highest dose activity change, negative = inhibition, most hits filed as inhibitors; O75874; IDH1-R132H enzyme, NADPH consumption, diaphorase/resazurin fluorescence; note: potency is the fitted concentration of half-maximal effect; % is set by controls: 0 for no effect and ±100 for the full control effect; nearly all actives have a fitted effect of over 65% in size
# Target sequence (O75874 whole entry R132H, stated change not applied): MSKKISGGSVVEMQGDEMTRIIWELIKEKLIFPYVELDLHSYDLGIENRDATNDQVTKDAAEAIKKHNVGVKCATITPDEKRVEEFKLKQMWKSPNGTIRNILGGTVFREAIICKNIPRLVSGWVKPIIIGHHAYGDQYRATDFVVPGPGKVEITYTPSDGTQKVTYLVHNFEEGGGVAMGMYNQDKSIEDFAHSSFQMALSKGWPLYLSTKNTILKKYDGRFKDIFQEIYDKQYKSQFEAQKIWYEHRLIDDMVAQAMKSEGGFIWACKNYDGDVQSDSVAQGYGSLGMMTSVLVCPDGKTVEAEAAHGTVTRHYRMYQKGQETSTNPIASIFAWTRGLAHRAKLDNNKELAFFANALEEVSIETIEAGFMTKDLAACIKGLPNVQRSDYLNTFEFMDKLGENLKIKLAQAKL
#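 IDH1-R132H (0.5 ug/mL) preincubated 30 min with compound, then NADPH (0.016 mM) and alpha-KG (2 mM) added; 80 min at RT, pH 7.5. Remaining NADPH coupled via diaphorase/resazurin to fluorescence (540/590 nm); concentration-response curves normalized to no-enzyme control.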
# TRHR agonist – TRH receptor (human) agonism; TRHR cells, calcium flux fluo-8, FDSS agonist mode; P34981; 360,000 tested, 0.18% active; activation, % at 2 µM; in the data active = activation above about 30%; note: 0% is about no effect
# Target sequence (P34981 whole entry, looked up): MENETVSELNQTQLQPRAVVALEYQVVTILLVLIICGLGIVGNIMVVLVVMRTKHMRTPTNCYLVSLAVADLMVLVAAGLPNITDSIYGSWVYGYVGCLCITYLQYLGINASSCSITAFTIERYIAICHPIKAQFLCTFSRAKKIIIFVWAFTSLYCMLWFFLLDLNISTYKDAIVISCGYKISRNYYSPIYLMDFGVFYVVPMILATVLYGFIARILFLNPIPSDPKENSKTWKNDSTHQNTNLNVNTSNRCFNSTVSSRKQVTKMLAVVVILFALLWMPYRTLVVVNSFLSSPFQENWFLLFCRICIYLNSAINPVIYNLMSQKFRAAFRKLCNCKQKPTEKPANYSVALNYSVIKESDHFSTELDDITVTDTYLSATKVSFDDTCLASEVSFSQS
#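 In this calcium-flux screen, cells bearing human TRHR are dye-loaded with fluo-8, baselined for 10 cycles, then exposed to library compounds; positive kinetic calcium responses during the agonist phase mark hits, with TRH as control.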
# D2 antag – antagonists of human D2 dopamine receptor; HEK293 TREx D2 cells, calcium flux, dopamine EC80; inhibition, % at 10 µM; 340,000 tested, 2% active; AID 485344; in the data active = inhibition above about 30%; note: 0% is about no effect
#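 In this primary screen, negative modulation is detected by tracking calcium flux after an EC80 dopamine challenge in inducible HEK293 T-REx D2 cells preexposed to test compound for 180 s.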
# USP1-UAF1 inh – USP1/UAF1 (human) deubiquitinase inhibition | 390,000 tested, 0.23% active | recombinant USP1/UAF1, Ub-Rhodamine cleavage fluorescence | Potency, µM (highest dose often 57.1 µM), for inactives: at the top dose activity change, negative = inhibition, most hits filed as inhibitors; note: potency is the fitted concentration of half-maximal effect; % is set by controls: 0 for no effect and ±100 for the full control effect; nearly all actives have a fitted effect of over 60% in size; inactives centre near -12
#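 High-throughput fluorogenic screen: 1nM USP1/UAF1 complex, Ub-Rho substrate 150nM final, 50mM HEPES pH 7.8 with 0.5mM EDTA, 0.1 mg/ml BSA, 1mM TCEP and 0.01% Tween-20.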
# TRHR PAM – allosterically enhances the human TRH receptor. 360,000 tested, 0.66% active. P34981. enhancement, % at 2 µM. TRHR cells, fluo-8 calcium fluorescence, EC20 TRH enhancement; in the data active = enhancement above about 30%; note: 0% is about no effect
#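 Enhancer read-out: after compound pinning and an initial kinetic agonist-mode read, an EC20 of TRH (10 nM final) was injected and fluo-8 calcium signal (Ex 480/Em 530) followed at 1 s/cycle for 100 cycles in TRHR-expressing cells.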
# TrxR1 substrate – is turned over as a substrate by rat TrxR1; 390,000 tested, 0.01% active; Potency, µM (doses to about 114 µM), for the others: at the top dose activity change, negative = substrate turnover; purified TrxR1 substrate turnover, NADPH consumption readout; O89049; note: potency is the fitted concentration of half-maximal effect; % is set by controls: 0 for no effect and ±100 for the full control effect; nearly all actives have a fitted effect of over 50% in size
#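 Rat TrxR1, dispensed at 90 nM, was prereduced with 400 uM NADPH (final) for 5 min at ~22 deg C, then incubated with compound 15 min before 400 uM selenite. A first-read NADPH fluorescence drop versus no-compound background flagged substrates.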
# D2 agonist – activates the human D2 dopamine receptor | AID 485358 | P14416 | 340,000 tested, 0.53% active | activation, % at 2 µM | HEK293 T-REx D2 cells, calcium flux agonist mode;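 active = activation over 3 SD above normal in the single-dose calcium agonist read, cut at about 30% in these data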; note: 0% is about no effect
#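 Calcium-flux readout, 1 cycle/sec over 180 s following compound pin transfer, in inducible HEK293 Trex D2 cells (force-coupled); dopamine controls included. Positive calcium responses during this window marked compounds as potential agonists.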
# PI4K2A inh – inhibitors of human PI4K2A; purified PI4K2A, ADP-Glo luminescence, 1 h; hits give low values; activity change, negative = inhibition, % at 76.9 µM; 420,000 tested, 0.13% active; AID 1346378; in the data active = activity change below about -50%; inconclusive = mostly about -30% to -49%;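 note: -100% = wells without enzyme as full effect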
#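 Compounds are screened against recombinant PI4K2A using PI as substrate and ATP, the latter dispensed at 300 microM. Reactions run one hour at ambient temperature before ADP-Glo detection; full inhibition defined by wells lacking enzyme.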
# Active calls of the source: *; ? = inconclusive; / = no result given; [ ] = remark or other dose. Unless noted, calls come from the whole dose curve; as a rule, active = well fitted inhibition curve with a large enough effect; inconclusive = small, poorly fitted or top-dose-only effect; inactive = no such curve, though single readings can be large or run the other way.
SMILES,rTrxR1 inhibitor,mIDH1 inhibitor,TRHR agonist,D2 antag,USP1-UAF1 inh,TRHR PAM,TrxR1 substrate,D2 agonist,PI4K2A inh
O=C(NCC(F)(F)F)c1ccc(S(=O)(=O)Nc2ccccc2N2CCCC2)cc1,3.4%,0.6%,/,/,-23.5%,/,-4.0%,/,-13.2
CCC1(C)Cc2c(sc3nc(SC)nc(NCCN(C)C)c23)CO1 (stereo unspecified),9.4%,-0.8%,1.7,15.8,-13.9%,-10.0,4.6%,0.4,2.0
COC(=O)Cc1ccc(NC(=S)NCCSc2ccc(Cl)cc2)cc1,?,0.0%,0.2,-4.0,-17.2%,2.5,-13.9%,0.2,-1.4
O=C(COC(=O)C1CCN(C(=O)Nc2ccccc2)CC1)NCC(F)(F)F,12.5%[57.1 µM],-3.4%,0.2,-33.7,-9.9%,0.1,5.4%[57.1 µM],0.9,-0.8
O=C(O)CCc1nnc2cnc3ccccc3n12,3.1%,7.8%,0.0,/,?,-2.6,1.6%,0.5,-4.7
Cc1nn(C)c(C)c1CNC(=O)/C=C/c1ccccc1F,-6.0%,1.6%,0.8,4.6,-15.0%,11.8,-1.7%,0.3,7.9
CC1(C)CC(N=C2C([N+](=O)[O-])=CC=C3C2=NC2(CCCCC2)N3O)CC(C)(C)N1,-8.0%[57.1 µM],3.3%,0.4,15.2,?,-3.8,-1.8%[57.1 µM],0.6,?
CCN(CC)S(=O)(=O)c1cc(NS(=O)(=O)c2cccc(C(=O)O)c2)ccc1C,9.4%,3.5%,-0.1,-5.0,-22.5%,-2.6,-0.9%,2.7,-0.2
CCOC(=O)Nc1ccc(NC(=O)c2c(OC)cccc2OC)cc1,-3.4%,0.3%,0.0,8.5,4.3%,3.6,1.7%,0.4,-7.9
CC(C)c1ccc(NC(=O)C(c2ccccc2)N2CCN(C=O)CC2)cc1 (stereo unspecified),10.4%[57.1 µM],2.9%,3.5,-15.8,-6.1%,-3.1,11.6%[57.1 µM],0.2,1.7
CCn1c(N2CCN(C(=S)NCCc3ccccc3)CC2)nc2ccccc21,-0.4%[57.1 µM],-4.8%,2.1,-7.9,-20.4%,-10.0,-1.0%[57.1 µM],0.3,13.9
O=C(CCC(=O)c1ccc(Oc2ccccc2)cc1)Nc1ccc(C(=O)O)cc1,-5.2%,-5.0%,0.1,2.6,0.3%,0.6,-5.4%,0.2,2.0
CCOc1nc(C)ccc1-c1noc(-c2cccnc2)n1,26.7%,6.3%,-0.2,3.6,-12.0%,-2.6,-6.6%[2.29 µM],0.6,2.9
COc1ccccc1C(=O)c1c(C)c(CCC#N)n2ccccc12,-22.4%,-6.0%,-1.6,-5.9,-22.8%,-4.1,-9.6%,0.0,-3.4
COc1ccccc1OCC(=O)Nc1cc(Cl)ccc1N1CCCCC1,-6.7%,3.1%,0.2,/,-7.7%,12.2,-3.1%,/,2.1
COc1ccc(NC(=O)Cn2c(=O)n(-c3ccccc3)c(=O)c3sccc32)c(OC)c1,12.8%,5.3%,-0.3,9.3,-7.1%,-8.2,-1.1%,1.5,1.1
Cc1ccccc1-n1c(-c2ccc3ccccc3n2)n[nH]c1=S,-21.1%[57.1 µM],20.0%,-0.4,1.5,?,-1.6,1.0%[57.1 µM],-1.2,-0.8
CC(=O)Nc1cc2c3c(c1)CCC(=O)N3CCC2,29.2%,3.8%,0.5,-15.3,-24.2%,-9.7,15.0%,4.2,9.4
Cc1[nH]c2ccccc2c1C1(O)C(=O)N(C(C)C)c2ccccc21 (stereo unspecified),6.7%,4.4%,1.4,-6.4,-13.4%,-13.7,0.0%,-0.1,-6.1
c1ccc(C2=NOC(c3nnc(-c4ccccc4)o3)C2)cc1 (stereo unspecified),15.5%,3.4%,/,/,?,/,5.4%[57.1 µM],/,0.3
CC1(C)CC(NC(=O)C(=O)NCCc2ccc(Cl)cc2)CC(C)(C)N1,31.8%,-7.1%,-0.2,-4.1,-9.9%,-8.0,8.1%,-0.2,-0.3
CCOC(=O)/C(=C/c1ccccc1)NC(=O)c1ccco1,-9.8%,0.1%,-0.7,12.2,1.1%,-6.7,-6.4%,-1.3,3.2
CC(C)c1ccc(S(=O)(=O)Nc2ccc3oc4c(c3c2)C(=O)CC(C)(C)C4)cc1,0.0%,-5.6%,-0.9,/,-6.1%,0.2,-3.1%,/,3.4
CC1CCCN(C(=O)c2ccc3ncsc3c2)C1 (stereo unspecified),-3.7%[57.1 µM],2.9%,0.9,12.7,-8.9%,-0.3,-3.2%[57.1 µM],0.0,-6.8
CN(C)NC(=S)Nc1ccc2nc(-c3ccccn3)c(-c3ccccn3)nc2c1,-22.6%,1.9%,0.6,-5.9,-2.6%,0.3,-3.2%,0.0,1.2

# Some of these compounds in order of number of heavy atoms, ascending.
SMILES,rTrxR1 inhibitor,mIDH1 inhibitor,TRHR agonist,D2 antag,USP1-UAF1 inh,TRHR PAM,TrxR1 substrate,D2 agonist,PI4K2A inh
Cc1nn(C)c(C)c1CNC(=O)/C=C/c1ccccc1F,-6.0%,1.6%,0.8,4.6,-15.0%,11.8,-1.7%,0.3,7.9
Cc1ccccc1-n1c(-c2ccc3ccccc3n2)n[nH]c1=S,-21.1%[57.1 µM],20.0%,-0.4,1.5,?,-1.6,1.0%[57.1 µM],-1.2,-0.8
CCOC(=O)Nc1ccc(NC(=O)c2c(OC)cccc2OC)cc1,-3.4%,0.3%,0.0,8.5,4.3%,3.6,1.7%,0.4,-7.9
O=C(COC(=O)C1CCN(C(=O)Nc2ccccc2)CC1)NCC(F)(F)F,12.5%[57.1 µM],-3.4%,0.2,-33.7,-9.9%,0.1,5.4%[57.1 µM],0.9,-0.8
CN(C)NC(=S)Nc1ccc2nc(-c3ccccn3)c(-c3ccccn3)nc2c1,-22.6%,1.9%,0.6,-5.9,-2.6%,0.3,-3.2%,0.0,1.2

# Going on with the list.
SMILES,rTrxR1 inhibitor,mIDH1 inhibitor,TRHR agonist,D2 antag,USP1-UAF1 inh,TRHR PAM,TrxR1 substrate,D2 agonist,PI4K2A inh
CCOC(=O)CN1CCS(=O)(=O)CC1,-0.4%,-12.0%,1.2,1.3,4.1%,-3.6,-9.9%,2.0,1.5
CCc1ccc(NS(=O)(=O)c2ccc3[nH]cc(C(=O)NCC4CCCO4)c(=O)c3c2)cc1 (stereo unspecified),-4.3%,-8.5%,-0.5,-4.9,-17.8%,2.6,-8.5%,-1.1,9.0
Cc1cc(C=C2C(=O)c3ccccc3C2=O)c(C)n1-c1ccc(C(=O)O)cc1,4.1%[57.1 µM],38.9%[activator],5.1,-2.5,-22.8%,48.6*,-1.1%[57.1 µM],0.4,-11.7
COCCCNC(=O)C1CC(=O)N(CCc2ccc(F)cc2)C1 (stereo unspecified),7.7%[57.1 µM],5.4%,0.5,-12.5,-10.3%,6.1,-4.6%[57.1 µM],0.7,1.5
CSc1cnc2c(=O)[nH]c(=O)n(C)c2n1,-9.7%,-2.1%,0.2,-8.4,6.0%,5.9,-13.6%,-6.0,1.8
O=C(Nc1ccccc1)C(c1ccccc1)C1CCCC1 (stereo unspecified),11.5%[57.1 µM],-3.5%,-0.4,12.0,-1.5%,-1.5,-9.1%,0.6,1.7
CSCCC(NC(=O)c1cccc([N+](=O)[O-])c1)C(=O)OCC(=O)N1CCCC1=O (stereo unspecified),18.2%,-0.5%,0.3,/,-13.7%,11.4,4.3%,/,2.8
COc1ccc(C(=O)Nc2ccc3oc(-c4cccc5c(Br)cccc45)nc3c2)cc1,19.0%,1.0%,0.7,/,-17.2%,20.2,10.4%,1.6,4.9
O=C(CCc1ccc(S(=O)(=O)N2CCCCC2)cc1)c1nnc(-c2ccccc2)o1,-3.7%,4.3%,-0.8,6.5,-20.6%,-0.4,-1.5%,0.8,2.5
CCOC(=O)c1[nH]c(C)c(C(=O)OCc2c(C)noc2C)c1C,16.3%[57.1 µM],1.3%,-1.5,9.7,-15.4%,-1.0,-3.8%,-2.0,8.5
Cc1ccc(Nc2nc(CSc3nnnn3-c3ccccc3)cc(=O)[nH]2)cc1,12.3%[57.1 µM],1.4%,-0.2,13.3,-15.8%,-6.1,-4.6%[57.1 µM],0.5,-2.3
COc1cc(NC(=O)C2CCN(S(=O)(=O)c3c(C)noc3/C=C/c3cccs3)CC2)cc(OC)c1,6.8%,-23.1%,0.9,/,-6.1%,-2.9,-3.9%,0.6,-3.8
CC1NC(C)(C)Cc2c1ccc1ccccc21 (stereo unspecified),25.7%,1.7%,-0.1,7.3,-22.6%,-1.5,7.4%,-1.7,3.2
O=C(Nc1ccc(NC(=O)c2cccs2)cc1)c1ccc2c(c1)OCCO2,25.9%,-0.1%,1.5,34.2*,-8.9%,5.0,6.6%,2.5,0.2
CC(=O)N1CCCc2cc(S(=O)(=O)N3CCCC(C(=O)Nc4cccc(C)c4)C3)ccc21 (stereo unspecified),18.9%,8.6%,0.3,1.7,-14.0%,-3.6,2.1%,1.1,4.8
CC(=O)c1ccc(-c2cc([C@H]3[C@H]4C=CC[C@@H](C)[C@@H]4C(=O)N3Cc3ccccc3)ccc2F)cc1,-2.9%,8.9%,0.2,-3.2,-12.9%,1.6,-5.9%,0.2,-1.2
CCCN(CCC)C(=O)Cn1c(=O)n(-c2ccc(Cl)cc2)c(=O)c2c3c(sc21)CCCCC3,8.9%,3.7%,0.2,/,-14.7%,14.0,2.5%,-0.5,-1.7
Cc1cc(C)c(NC(=O)CNC(=O)c2cc([N+](=O)[O-])ccc2N2CCOCC2)c(C)c1,6.2%[57.1 µM],-8.6%,-0.1,/,-15.2%,1.7,0.0%[57.1 µM],/,-2.3
O=C(NCCN1CCOCC1)c1ccc(Cl)c(S(=O)(=O)N2CCCC2)c1,-9.9%,6.9%,0.4,0.2,3.0%,2.4,-9.4%,1.1,2.4
Cc1cccc(NC(=O)C2CC(=O)n3cnnc3S2)c1 (stereo unspecified),7.08µM*,-6.3%,0.1,-2.2,-7.5%,2.1,-3.4%,-0.7,-7.2

# Outcome played no part in choosing rows; 3.9% or so of the library scored in one or more.
